Compound activity as filed in PubChem BioAssay.
RNase H inhibition: RNase H inhibition, HIV 1 Gag Pol polyprotein, FRET biochemical assay, screening (AID 372). actives 0.77% (n = 100,000). HIV-1 RT RNase H, FRET RNA/DNA substrate fluorescence; higher % means a stronger effect. one-dose inhibition, % at 10 µM; IC50 in µM for titrated hits; in the data active means inhibition above about 50%
An asterisk follows results filed as active. Only part of the results is shown; count on the stated rates, not on these rows.

SMILES | RNase H inhibition
COc1cccc(N=C2c3ccccc3C(=O)C2c2cccc(Br)c2)c1 (stereo unspecified) | 7%
O=C(/C=C/c1ccc([N+](=O)[O-])cc1)c1ccc(OC(F)F)cc1 | 9%
CCOc1ccc(C(=O)Nc2ccc(-c3nc4ccc(C)cc4o3)cc2)cc1Cl | 59%*
O=C(c1ccc2c(c1)C(=O)N(c1ccccc1-c1ccccc1)C2=O)c1ccc2c(c1)C(=O)N(c1ccccc1-c1ccccc1)C2=O | 11%
CCN(CC)C(=O)c1cc(-c2ccc(C)cc2)nc2ccccc12 | 5%
C/C(O)=C1\C(=O)NC2(C)CC1c1cc(Br)cc(Br)c1O2 (stereo unspecified) | 5%
Cc1occc1C(=O)N1CCN(c2ccc([N+](=O)[O-])cc2)CC1 | 9%
CS(=O)(=O)N1CCN(S(C)(=O)=O)C(OCc2ccccc2)C1OCc1ccccc1 (stereo unspecified) | 6%
CCCCOc1ccc(C(=O)Nc2ccc3c(c2)C(=O)c2ccccc2C3=O)cc1 | 40%
COc1cc(C(=O)Nc2nc(C)c(C)s2)cc(OC)c1OC | 10%
CCCC(=O)Nc1ccc(NC(=O)c2ccc(I)cc2)cc1 | 19%
C(=N\Nc1cc(N2CCCCC2)nc(N2CCCCC2)n1)/c1ccccc1 | 13%
CCOC(=O)c1cncc(NC(=O)c2ccccc2)c1 | 8%
CN(C)CCCNC(=O)COc1ccc(Br)cc1 | 6%
C=COCCNC(=O)C(=O)Nc1ccc(F)cc1 | 0%
NC(=O)c1c(NC(=O)Nc2ccc(Cl)cc2)sc2c1CCCC2 | 17%
Cc1cccc(N2C(=O)NC(=O)/C(=C\c3ccc(OCc4cccc(C(=O)O)c4)cc3)C2=O)c1 | 0%
Cc1ccc(N2C(=O)C3C(C2=O)C2(C)C=CC3(C)O2)c([N+](=O)[O-])c1 (stereo unspecified) | 0%
CCOC(=O)C1=C(C)NC(=O)/C1=C\c1ccc(O)c(OCC)c1 | 13%
O=C(Nc1cccnc1)c1ccc(C(=O)Nc2cccnc2)nc1 | 4%
CNC(=O)c1ccc(C(=O)c2cc(OC)ccc2OC)cc1 | 2%
C/C(=N\Nc1nc(C)cc(=O)[nH]1)c1ccc(Br)cc1 | 0%
Cc1cccc(N2C(=O)C(Cl)=C(N3CCOCC3)C2=O)c1C | 0%
O=C(NC(=S)Nc1cc(Cl)cc(Cl)c1)c1cccc(I)c1 | 8%
COc1ccc(N2C(=O)/C(=C/c3cc(C)n(-c4ccccc4)c3C)C(=O)NC2=S)cc1 | 13%
Cc1ccc(-c2csc(N3N=C(c4ccccc4)CC3c3ccccc3)n2)cc1 (stereo unspecified) | 1%
CCN(CC)CCCCCCOc1ccc(Br)cc1 | 6%
Cc1ccccc1OCC(=O)NNC(=O)Nc1ccccc1 | 9%
CCOc1ccc(N(CC(=O)Nc2ccc(Br)c(C)c2)S(C)(=O)=O)cc1 | 9%
CCc1ccc(C2C(C#N)=C(N)Oc3cc(C)oc(=O)c32)cc1 (stereo unspecified) | 0%
CCc1cc(C)cc(OCCOc2cccc(/C=c3\sc4nc5ccccc5n4c3=O)c2)c1 | 2%
CCc1ccccc1OCCOCCOc1ccc(C)cc1OC | 22%
Cc1ccc2oc(-c3cccc(NC(=O)c4ccc5ccccc5c4)c3C)nc2c1 | 6%
O=C(NC(=S)Nc1cccc2ccccc12)c1ccc(Cl)cc1 | 12%
Cc1ccc2nc(/C(C#N)=C/c3cc([N+](=O)[O-])ccc3O)[nH]c2c1 | 41%
Oc1ccc(-c2cn3c(n2)SCC3)cc1O | 39%
COc1ccc(Nc2nc(NCc3ccco3)nc(N/N=C\c3cccc(OC)c3OCc3ccc(Cl)cc3Cl)n2)cc1 | 46%
O=C(COc1ccc(Cl)cc1Br)Nc1ccc2c(c1)OCO2 | 10%
CC(C)c1ccc(N2C(=O)NC(=O)/C(=C/c3ccccc3O)C2=O)cc1 | 4%
CCOc1cc(/C=N/Nc2nc(N3CCOCC3)nc(N3CCOCC3)n2)ccc1OC(=O)c1ccco1 | 14%
O=C1OC(c2ccc(Br)cc2)=N/C1=C/c1ccco1 | 21%
Cc1cccc(C)c1NC(=O)c1ccc(I)cc1 | 0%
CSC1=N/C(=C\c2ccccc2F)C(=O)S1 | 24%
O=C(NCCNc1ccc(Cl)cc1[N+](=O)[O-])c1ccccc1Cl | 0%
O=C(c1nn2c(C(F)(F)F)cc(-c3ccco3)nc2c1Cl)N1CCN(c2ccc(F)cc2)CC1 | 0%
CCOC(=O)CCC(C(=O)C(C)C)C(=O)C(C)(C)OC (stereo unspecified) | 0%
Cc1ccc(Nc2ncnc3c2oc2ccccc23)cc1 | 5%
CCOC(=O)C(=O)N1CCCC(C(=O)OCC)C1 (stereo unspecified) | 10%
O=c1cc(-c2ccc([N+](=O)[O-])cc2)nc(-c2cccnc2)o1 | 6%
CN1C(=O)C(=Cc2ccc(OCc3ccc(Br)cc3)cc2)C(=O)N(C)C1=S | 7%
C=CCOc1ccccc1/C=C1/SC(N2CCN(c3ccc(Cl)cc3)CC2)=NC1=O | 8%
Cc1nc(C)n(CC(=O)c2ccc(Cl)cc2Cl)n1 | 0%
C/C(=N/Nc1ncccc1[N+](=O)[O-])c1ccccc1O | 0%
O=C(Nc1ccc(O)cc1)c1ccc(Oc2ccc([N+](=O)[O-])cc2)cc1 | 19%
N#CSC(CS(=O)(=O)c1ccc([N+](=O)[O-])cc1)c1ccccc1 (stereo unspecified) | 14%
COc1cc(/C=C2\SC(N)=NC2=O)cc(Br)c1OCc1ccccc1 | 18%
COc1ccc(/C=C2\SC(N)=NC2=O)cc1OC(=O)c1cccc2ccccc12 | 53%*
CCC(Sc1nnc2c3ccccc3n(CC)c2n1)C(=O)Nc1ccc([N+](=O)[O-])cc1 (stereo unspecified) | 23%
Cc1cc(OCC(=O)N(C)C2CCCCC2)cc(C)c1Cl | 0%
O=C(COc1ccc(Cl)cc1Cl)Nc1ccc(Br)c(Cl)c1 | 8%
Continuation:
SMILES | RNase H inhibition
COc1ccc(C(=O)N/C(=C\c2ccc(OC)c(OC)c2)C(=O)N2CCN(C)CC2)cc1 | 2%
CCOC(=O)C1=C(C)N=c2s/c(=C/c3ccc(-c4ccc([N+](=O)[O-])cc4Cl)o3)c(=O)n2C1c1ccccc1 (stereo unspecified) | 23%
COc1ccc(C2(CNC(=O)Cc3ccccc3)CCCC2)cc1OC | 8%
Cc1c(NC(=O)c2ccc(-c3ccc(Cl)cc3Cl)o2)cccc1-c1nc2ncccc2o1 | 14%
CN1CCN(C(=O)c2nn3c(C(F)(F)F)cc(-c4ccc(Br)cc4)nc3c2Cl)CC1 | 16%
Cc1c(C(=O)NC(=S)Nc2ccc(Cc3ccncc3)cc2)oc2ccccc12 | 9%
CC(C)n1c(-c2ccccc2)nc2ccccc21 | 7%
Cc1ccc(/C=C(/C#N)c2nc3ccc(C)cc3[nH]2)cc1 | 10%
O=C(c1ccc(S(=O)(=O)N2CCCC2)cc1)N1CCCc2ccccc21 | 13%
CS(=O)(=O)N(Cc1ccc(C(=O)Nc2ccc(F)c(Cl)c2)cc1)c1ccccc1 | 0%
c1ccc(-c2nnc(NCc3nc4ccccc4[nH]3)c3ccccc23)cc1 | 29%
CCOc1ccccc1OCCOCCOc1cc(C)ccc1C(C)C | 18%
CC(C)C1=NN2C(=N)/C(=C/c3ccc(-c4cccc(C(=O)O)c4)o3)C(=O)N=C2S1 | 15%
Cc1ccc(C)c(NC(=O)C2CC2(c2ccccc2)c2ccccc2)c1 (stereo unspecified) | 3%
CCN(CC)c1ccc(/C=N/NC(=O)N/N=C/c2ccc(N(CC)CC)cc2)cc1 | 0%
Clc1ccc(-c2ncc(-c3ccccc3)o2)cc1 | 0%
COc1ccccc1N(CC(=O)Nc1ccc(C)cc1C)S(=O)(=O)c1ccccc1 | 5%
CCCOc1ccc(C=Nc2ccc(Nc3ccccc3)cc2)cc1OC | 2%
O=C(N/N=C/c1cc2ccccc2cc1O)c1cc2ccccc2cc1O | 12%
COC(=O)C1=C(C)N(C)C(=O)NC1c1ccc([N+](=O)[O-])o1 (stereo unspecified) | 12%
CCOC(=O)C1=C(c2ccccc2)NC(=S)NC1c1ccc(SC)cc1 (stereo unspecified) | 8%
c1ccc(COc2ccc3c(c2)c2c4c(nccn43)CCC2)cc1 | 13%
CS(=O)(=O)N(Cc1ccc(C(=O)Nc2ccc(CC#N)cc2)cc1)c1ccccc1 | 1%
CC1C(N2CCOCC2)[N+]([O-])=C2CCc3nonc3C21O (stereo unspecified) | 7%
Cc1cc2nc(-c3cc(NC(=O)c4ccco4)ccc3Cl)oc2cc1C | 3%
Cc1ccc(CSCCNC(=O)CN(c2ccccc2C)S(=O)(=O)c2ccccc2)cc1 | 22%
COc1ccc(CCNc2cc(N3CCN(CCO)CC3)ccc2[N+](=O)[O-])cc1OC | 1%
Cc1cc(C)nc(NC(=O)c2ccccc2I)n1 | 6%
CCN(CC)C1=NC(C(F)(F)F)(C(F)(F)F)N=C(OC(C)C)O1 | 43%
COc1ccc(Cl)cc1C(=O)Nc1sc2c(c1C(N)=O)CCC(C)C2 (stereo unspecified) | 36%

Given tab-delimited: entries from further up
SMILES	RNase H inhibition
CCOc1ccccc1OCCOCCOc1cc(C)ccc1C(C)C	18%
CC(C)C1=NN2C(=N)/C(=C/c3ccc(-c4cccc(C(=O)O)c4)o3)C(=O)N=C2S1	15%
Cc1ccc(C)c(NC(=O)C2CC2(c2ccccc2)c2ccccc2)c1 (stereo unspecified)	3%
CCN(CC)c1ccc(/C=N/NC(=O)N/N=C/c2ccc(N(CC)CC)cc2)cc1	0%
Clc1ccc(-c2ncc(-c3ccccc3)o2)cc1	0%
COc1ccccc1N(CC(=O)Nc1ccc(C)cc1C)S(=O)(=O)c1ccccc1	5%
CCCOc1ccc(C=Nc2ccc(Nc3ccccc3)cc2)cc1OC	2%
O=C(N/N=C/c1cc2ccccc2cc1O)c1cc2ccccc2cc1O	12%
COC(=O)C1=C(C)N(C)C(=O)NC1c1ccc([N+](=O)[O-])o1 (stereo unspecified)	12%
CCOC(=O)C1=C(c2ccccc2)NC(=S)NC1c1ccc(SC)cc1 (stereo unspecified)	8%
c1ccc(COc2ccc3c(c2)c2c4c(nccn43)CCC2)cc1	13%
CS(=O)(=O)N(Cc1ccc(C(=O)Nc2ccc(CC#N)cc2)cc1)c1ccccc1	1%
CC1C(N2CCOCC2)[N+]([O-])=C2CCc3nonc3C21O (stereo unspecified)	7%
Cc1cc2nc(-c3cc(NC(=O)c4ccco4)ccc3Cl)oc2cc1C	3%
Cc1ccc(CSCCNC(=O)CN(c2ccccc2C)S(=O)(=O)c2ccccc2)cc1	22%
COc1ccc(CCNc2cc(N3CCN(CCO)CC3)ccc2[N+](=O)[O-])cc1OC	1%

(further entries)
SMILES | RNase H inhibition
NC(N)=NS(=O)(=O)c1ccc(N/C=C2/CCc3ccccc3C2=O)cc1 | 28%
COc1ccc(NC(=O)c2ccc(OC)c([N+](=O)[O-])c2)cc1OC | 16%
CCC(C)Sc1nc(O)cc(=O)n1-c1ccc(OC)cc1 (stereo unspecified) | 0%
CCc1sc(NC(=O)COc2ccccc2)c(C(N)=O)c1C | 19%
COC(=O)C1=C(O)/C(=C\c2cccc(O)c2)N=C1C | 7%
CCOC(=O)c1c(NC(=O)c2ccccc2)sc2c1CCCCC2 | 0%
CCCCCCOC(=O)Nc1ccc(S(=O)(=O)Nc2cc(C)ccc2C)cc1 | 7%
CCOc1ccccc1/C=C1/NC(=S)NC1=O | 0%
COc1ccccc1Oc1ccccc1C(=O)O | 0%
Cc1ccc(C(=O)NC(NC(=S)Nc2cc(C)ccc2C)C(Cl)(Cl)Cl)cc1 (stereo unspecified) | 26%
COc1ccc(CCn2c(O)c(C3=c4ccccc4=NC3=O)sc2=S)cc1OC | 5%
OCc1ccc(-c2cccc(Cl)c2)o1 | 28%
COc1ccc(C)cc1NCc1ccncc1 | 11%
O=C(Nc1cc([N+](=O)[O-])ccc1Cl)c1cccc(Cl)c1Cl | 14%
Cc1cc(C)n(/N=C/c2c[nH]c3ccccc23)c(=O)c1C#N | 17%

2 consecutive entries from above, for reference:
SMILES | RNase H inhibition
COc1ccc(C)cc1NCc1ccncc1 | 11%
O=C(Nc1cc([N+](=O)[O-])ccc1Cl)c1cccc(Cl)c1Cl | 14%

The listing continues.
SMILES | RNase H inhibition
Cc1ccc(N(CC(=O)NCc2ccncc2)S(=O)(=O)c2ccc(F)cc2)cc1 | 0%
Cc1ccc2[nH]c(C)c(CN3CC(C)OC(C)C3)c(=O)c2c1 (stereo unspecified) | 5%
Cc1ccc(-c2ccccc2)n1-c1ccc(C(=O)NN)cc1 | 20%
CCOC(=O)COc1ccccc1/C=C1\C(=O)NC(=O)N(c2ccc(C)cc2)C1=O | 14%
CCC1S/C(=N/N=C/c2ccc3c(c2)OCO3)NC1=O (stereo unspecified) | 0%
O=C(c1ccc(Br)o1)N1CCN(c2ccc([N+](=O)[O-])cc2)CC1 | 11%
CCCOC(=O)C1=C(C)NC(=O)NC1c1ccc(Br)cc1 (stereo unspecified) | 4%
O=C(c1cccc(Cl)c1)N1CCN(Cc2ccccc2F)CC1 | 0%
Cc1ccc(C(=O)NC(=S)Nc2cc(-c3nc4ccccc4o3)ccc2Cl)cc1C | 6%
FC(F)(F)c1ccc(CNc2ccc3cn[nH]c3c2)cc1 | 4%
Cc1ccc(-c2csc(NC(=O)/C=C/c3ccc(F)cc3)n2)c(C)c1 | 12%
Cc1ccc(Nc2nc(Nc3ccc(C)cc3)nc(Sc3nnc(C)s3)n2)cc1 | 43%
COc1cc(/C=C/C(=O)O)ccc1S(=O)(=O)Nc1ccc(C(=O)O)cc1 | 11%
S=c1[nH]nc(-c2ccccc2)n1/N=C/c1cccs1 | 0%
Cc1cccc(OCCCN2CCCC2)c1C | 0%
Cc1nc(C)c(C(=O)NNC(=O)c2cccc([N+](=O)[O-])c2C(=O)O)s1 | 10%
COc1cccc(C(=O)Nc2ccc(Sc3ccc([N+](=O)[O-])cc3)cc2)c1 | 5%
COc1cc([N+](=O)[O-])cc(C=Nc2cccc(C)c2)c1O | 1%
O=C(Nc1nnc(CSCc2ccccc2Cl)s1)Nc1ccccc1F | 44%
Cn1cc(C(=O)N/N=C/c2c(O)ccc3ccccc23)ccc1=O | 6%
O=C1NC(=O)N(c2ccccc2)C(=O)/C1=C\c1ccc(-c2cccc(C(=O)O)c2)o1 | 27%
